Screening data deposited in PubChem by Broad Institute.
ERp5 inh – inhibitors of ERp5-driven insulin aggregation, primary screen, biochemical, turbidity, absorbance 650 nm, single point. Protein disulfide-isomerase A6 (Homo sapiens), Q15084. 90 min. inhibition, % at 9.99 µM. 350,000 compounds, 0.05% hits. AID 651711, 2012;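 active = mean replicate inhibition above about 25%, with every replicate also reaching it, limit read from the data, passing the limit was not always enough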
PglD DTNB – C. jejuni PglD acetyltransferase inhibitors, primary screen, biochemical, DTNB colorimetric, single point. inhibition, % at 12.5 µM. purified PglD enzyme, DTNB colorimetric CoA detection. UDP-N-acetylbacillosamine N-acetyltransferase PglD (Campylobacter jejuni). 360,000 compounds, 0.098% hits; in the data active = inhibition above about 16%, passing the limit was not always enough; note: strong numbers were not always called active
Casp6 inh – human caspase-6 inhibitors, primary screen, biochemical, VEID-R110 fluorescence, single point, set 2; P55212; purified caspase-6, Z-VEID-R110 cleavage fluorescence; inhibition, % at 12.5 µM; 350,000 compounds, 0.53% hits; AID 686996, 2013;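 active = mean inhibition across replicates at least about 35%, with every replicate also reaching that limit, limit read from the data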;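 note: 0% = median of neutral control wells and 100% = no fluorescence left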
RAD52 anneal inh – RAD52 DNA annealing inhibitors, primary screen, biochemical, FRET, single point, set 2. DNA repair protein RAD52 homolog (Homo sapiens), P43351. recombinant RAD52 DNA annealing, FRET fluorescence. inhibition, % at 18.7 µM. 360,000 compounds, 0.46% hits;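 active = every replicate showing at least 50% inhibition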
Target sequence (P43351 whole entry, looked up): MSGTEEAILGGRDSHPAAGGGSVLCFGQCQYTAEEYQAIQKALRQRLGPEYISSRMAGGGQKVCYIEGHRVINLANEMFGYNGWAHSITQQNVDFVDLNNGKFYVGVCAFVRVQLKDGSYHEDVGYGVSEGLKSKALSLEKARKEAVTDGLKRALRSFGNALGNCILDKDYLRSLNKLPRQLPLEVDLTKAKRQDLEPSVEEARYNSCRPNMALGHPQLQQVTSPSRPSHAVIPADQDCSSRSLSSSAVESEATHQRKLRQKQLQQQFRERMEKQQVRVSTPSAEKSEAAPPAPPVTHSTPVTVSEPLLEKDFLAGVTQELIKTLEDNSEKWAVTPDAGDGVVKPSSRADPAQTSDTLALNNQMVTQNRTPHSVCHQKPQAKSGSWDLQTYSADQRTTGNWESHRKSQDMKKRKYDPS
ARNT-TACC3 inh – disruptors of ARNT/TACC3 protein interaction, primary screen, biochemical, AlphaScreen, single concentration; Transforming acidic coiled-coil-containing protein 3 (Homo sapiens), Q9Y6A5; AlphaScreen His-ARNT PAS-B/GST-TACC3 binding, luminescence; TACC3 fragment carries E629A point mutation; inhibition, % at 9.99 µM; 390,000 compounds, 0.66% hits;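 active = mean inhibition of replicates at least 50% and at least half of replicates each reaching 50%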;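 note: 0% = complete ARNT plus TACC3 wells and 100% = ARNT alone without TACC3; many hits fall short of the cut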
E-sel inducer – E-selectin induction in HUVECs, primary screen, imaging, HUVEC, immunofluorescence imaging, single point; normalized: neutral wells 0, TNF-alpha wells 100; AID 686992, 2013; 260,000 compounds, 0.37% hits; P16581; activation, % at 7.58 µM;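 active = mean E-selectin-positive cell signal at least 10% of the positive control, reached in at least 60% of replicates, without over 20% cell loss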;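 note: in these data hits start at about 27%; measured in HUVEC primary endothelial cells; signal is the percent of cells scored E-selectin positive by PE staining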
Target sequence (P16581 whole entry, looked up): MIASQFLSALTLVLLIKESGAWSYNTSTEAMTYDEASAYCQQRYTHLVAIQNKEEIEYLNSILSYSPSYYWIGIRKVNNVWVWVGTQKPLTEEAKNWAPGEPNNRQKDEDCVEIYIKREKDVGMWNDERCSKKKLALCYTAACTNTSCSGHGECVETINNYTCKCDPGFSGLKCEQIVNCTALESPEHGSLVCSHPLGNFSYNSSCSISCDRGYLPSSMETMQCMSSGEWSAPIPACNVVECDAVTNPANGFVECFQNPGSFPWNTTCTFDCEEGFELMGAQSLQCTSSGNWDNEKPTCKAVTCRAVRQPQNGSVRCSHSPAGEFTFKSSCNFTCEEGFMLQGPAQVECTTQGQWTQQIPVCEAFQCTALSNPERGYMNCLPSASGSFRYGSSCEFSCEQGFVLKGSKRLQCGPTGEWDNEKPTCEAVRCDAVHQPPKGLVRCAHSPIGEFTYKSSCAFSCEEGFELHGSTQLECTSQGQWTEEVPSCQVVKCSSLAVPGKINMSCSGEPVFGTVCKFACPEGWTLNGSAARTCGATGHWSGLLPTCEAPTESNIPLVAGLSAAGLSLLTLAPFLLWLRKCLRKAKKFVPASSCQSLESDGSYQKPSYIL
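material = human umbilical vein endothelial cells (HUVEC), E-selectin induction | quantity = 3,000 cells/well | medium = EGM-2 growth medium on 0.1% gelatin-coated wells | technique = immunofluorescence imaging | read-out basis = % PE-positive cells | control set = TNF-alpha positive control, DMSO neutral control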
RAD54 branch – inhibitors of human RAD54 branch migration, primary screen, biochemical, fluorescence, single point; DNA repair and recombination protein RAD54-like (Homo sapiens), Q92698; RAD54 Holliday junction branch migration, FAM/BHQ fluorescence; inhibition, % at 10.4 µM; 360,000 compounds, 0.14% hits;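 active = mean normalized replicate activity at least 40 and at least half of replicates scoring 40 or more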;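 note: 0% = median of neutral control wells and 100% = median of positive control wells; inhibitors cause a drop in the FAM fluorescence signal; in these data hits start at about 50%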
esBAF inh – Bmi1 luciferase reporter increase in mESCs, primary screen, esBAF inhibitor project, mouse ES cells, Bmi1 luciferase knock-in, single point | AID 602393, 2012 | reporter increase, % at 12.5 µM | 24 h; 100% = twice the neutral-well signal | 350,000 compounds, 2% hits; in the data active = activation above about 40%;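 note: 0% = median of the plate's neutral control wells and 100% = double that signal; a rise in the Bmi1 reporter signal indicates esBAF inhibition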
Starred values were filed as active, the others as inactive.

What do the screens show for `CC(C)Nc1nc(NC(C)(C)C)nc(Oc2ccc(=O)n(C)n2)n1`?
ERp5 inh: 10; PglD DTNB: 3; Casp6 inh: 3; RAD52 anneal inh: -8; ARNT-TACC3 inh: -5; RAD54 branch: 5; esBAF inh: -5

Results for COc1ccc(C(c2sc3nc(C)nn3c2O)N2CC(C)OC(C)C2)cc1OC (stereo unspecified) ?
ERp5 inh: 4; PglD DTNB: -3; Casp6 inh: 2; RAD52 anneal inh: -8; ARNT-TACC3 inh: 2; E-sel inducer: 0.3; RAD54 branch: -3; esBAF inh: -4

How did CC1(C)C(=O)Nc2ccccc2N1C(=O)COc1ccc(S(=O)(=O)N2CCOCC2)cc1Cl do in these assays?
PglD DTNB: 5; ARNT-TACC3 inh: 4; RAD54 branch: 5; esBAF inh: 7

Results for CC(C)(C)N(NC(=O)Nc1ccccc1)C(=O)c1ccccc1Cl ?
PglD DTNB: 0; ARNT-TACC3 inh: 7; RAD54 branch: 9; esBAF inh: -1

Results for C[C@@H]1CN([C@@H](C)CO)S(=O)(=O)c2ccc(C3=CCCCC3)cc2O[C@@H]1CN(C)C(=O)C1CCCCC1 ?
ERp5 inh: -9; PglD DTNB: 4; Casp6 inh: 1; RAD52 anneal inh: 10; ARNT-TACC3 inh: 6; E-sel inducer: -0.1; RAD54 branch: 1; esBAF inh: -3

Results for CCCNC(=O)NC[C@@H]1[C@H](c2ccc(C3=CCCCC3)cc2)[C@@H](CO)N1C(C)=O ?
ERp5 inh: -5; PglD DTNB: -1; Casp6 inh: -3; RAD52 anneal inh: -34; ARNT-TACC3 inh: -2; E-sel inducer: 0.0; RAD54 branch: -4; esBAF inh: 6

What do the screens show for `CS(=O)(=O)N1CCN(c2ccccc2NC(=O)c2cccnc2Cl)CC1`?
PglD DTNB: -2; ARNT-TACC3 inh: -7; RAD54 branch: 1; esBAF inh: -9

What do the screens show for `Cc1ccc(S(=O)(=O)N2CC[C@@H]3[C@@H](CO)Nc4ccc(Br)cc4[C@@H]32)cc1`?
ERp5 inh: 1; PglD DTNB: -2; Casp6 inh: 4; RAD52 anneal inh: 9; ARNT-TACC3 inh: 4; E-sel inducer: 0.0; RAD54 branch: -2; esBAF inh: -1

What do the screens show for `CC1(C(=O)Nc2cccc(C(F)(F)F)c2)Cc2c(-c3cccc(C(N)=O)c3)ccnc2O1` (stereo unspecified)?
ERp5 inh: 6; PglD DTNB: -1; Casp6 inh: 12; RAD52 anneal inh: -5; E-sel inducer: 0.3; RAD54 branch: -4; esBAF inh: -4

Results for COc1cccc(OC)c1C(=O)NC(=S)Nc1ccc(S(=O)(=O)Nc2nccs2)cc1 ?
ERp5 inh: -10; Casp6 inh: 9; RAD52 anneal inh: -11; ARNT-TACC3 inh: 19

Results for N/C(=N\OC(=O)c1cccc(Br)c1)c1ccccn1 ?
ERp5 inh: 0; PglD DTNB: 0; Casp6 inh: 3; RAD52 anneal inh: 2; ARNT-TACC3 inh: -10; E-sel inducer: -0.6; RAD54 branch: -2; esBAF inh: -63

How did CCCN=C1CC(C)(C)CC(=O)/C1=C(/O)CCCN1C(=O)c2ccccc2C1=O do in these assays?
ERp5 inh: 5; PglD DTNB: 4; Casp6 inh: 6; RAD52 anneal inh: 16; ARNT-TACC3 inh: -4; E-sel inducer: -1.8; RAD54 branch: -6; esBAF inh: -4

Results for O=C(CSc1nc2ccccc2c(=O)n1CC1CCCO1)Nc1ccccc1Cl (stereo unspecified) ?
ERp5 inh: -5; PglD DTNB: -4; Casp6 inh: 4; RAD52 anneal inh: -5; ARNT-TACC3 inh: 2; RAD54 branch: 8; esBAF inh: -5

What do the screens show for `O=C(CSCc1ccccc1Cl)NNC(=S)Nc1ccccc1`?
ERp5 inh: 1; PglD DTNB: -1; Casp6 inh: 1; RAD52 anneal inh: -3; ARNT-TACC3 inh: 0; RAD54 branch: -9; esBAF inh: 15

How did CN(C(=O)c1ccc(NC(=O)Cc2ccc(NC(=O)C3CCCN(C(=O)C4CC4)C3)cc2)cc1)C1CC1 (stereo unspecified) do in these assays?
ERp5 inh: 0; PglD DTNB: 10; Casp6 inh: 1; RAD52 anneal inh: 0; ARNT-TACC3 inh: -12; E-sel inducer: 1.2; RAD54 branch: -6; esBAF inh: -2

Results for Clc1ccc(-c2nc3ncccn3c2Nc2ccc3c(c2)OCCO3)cc1 ?
PglD DTNB: 4; ARNT-TACC3 inh: -2; RAD54 branch: 0; esBAF inh: 12

How did COc1cc(CN2CC3(CN(C(=O)Nc4c(C)noc4C)C3)c3c([nH]c4cc(OC)ccc34)[C@@H]2CO)cc(OC)c1 do in these assays?
ERp5 inh: 3; Casp6 inh: 2; RAD52 anneal inh: -10; E-sel inducer: 0.0

What do the screens show for `COc1ccc(Cl)cc1NC(=O)CN(C)C(=O)c1cc(-c2cccs2)nn1-c1ccccc1`?
ERp5 inh: 4; PglD DTNB: 7; Casp6 inh: -2; RAD52 anneal inh: -3; ARNT-TACC3 inh: -1; E-sel inducer: 0.4; RAD54 branch: -7; esBAF inh: -8

What do the screens show for `O=C(NCCN1CCCCC1)c1cc(Cl)ccc1Cl`?
ERp5 inh: 2; PglD DTNB: -3; Casp6 inh: -7; RAD52 anneal inh: -20; ARNT-TACC3 inh: 2; RAD54 branch: -21; esBAF inh: -13

How did COc1ccc(Nc2ccccc2)c(C)c1 do in these assays?
ERp5 inh: 4; Casp6 inh: 3; RAD52 anneal inh: -1; ARNT-TACC3 inh: -3

A stretch taken from the entries so far, for reference:
How did COc1cc(CN2CC3(CN(C(=O)Nc4c(C)noc4C)C3)c3c([nH]c4cc(OC)ccc34)[C@@H]2CO)cc(OC)c1 do in these assays?
ERp5 inh: 3; Casp6 inh: 2; RAD52 anneal inh: -10; E-sel inducer: 0.0

What do the screens show for `COc1ccc(Cl)cc1NC(=O)CN(C)C(=O)c1cc(-c2cccs2)nn1-c1ccccc1`?
ERp5 inh: 4; PglD DTNB: 7; Casp6 inh: -2; RAD52 anneal inh: -3; ARNT-TACC3 inh: -1; E-sel inducer: 0.4; RAD54 branch: -7; esBAF inh: -8

What do the screens show for `O=C(NCCN1CCCCC1)c1cc(Cl)ccc1Cl`?
ERp5 inh: 2; PglD DTNB: -3; Casp6 inh: -7; RAD52 anneal inh: -20; ARNT-TACC3 inh: 2; RAD54 branch: -21; esBAF inh: -13

How did COc1ccc(Nc2ccccc2)c(C)c1 do in these assays?
ERp5 inh: 4; Casp6 inh: 3; RAD52 anneal inh: -1; ARNT-TACC3 inh: -3

Further records.
Results for COc1ccc(C2c3cc(OC)c(OC)cc3CC3C(=O)OCC32)cc1OC (stereo unspecified) ?
ERp5 inh: 0; PglD DTNB: 3; Casp6 inh: 9; RAD52 anneal inh: 1; ARNT-TACC3 inh: -10; E-sel inducer: 0.7; RAD54 branch: -4

What do the screens show for `C[C@@H]1CN([C@H](C)CO)C(=O)Cc2cc(NC(=O)Nc3ccccc3)ccc2O[C@@H]1CN(C)S(=O)(=O)c1ccc(F)cc1`?
ERp5 inh: -2; PglD DTNB: 0; Casp6 inh: 4; RAD52 anneal inh: -6; E-sel inducer: 0.7; RAD54 branch: 1; esBAF inh: -2

What do the screens show for `O=C(O)c1ccc(-n2nncc2-c2ccco2)cc1`?
ERp5 inh: 6; PglD DTNB: 10; Casp6 inh: -2; RAD52 anneal inh: -7; ARNT-TACC3 inh: -1; RAD54 branch: -3; esBAF inh: -4

Results for Cc1cc(C)c(C)c(OCCOCCNCc2ccccc2)c1 ?
ERp5 inh: 8; Casp6 inh: -2; RAD52 anneal inh: 1; ARNT-TACC3 inh: -23; E-sel inducer: 0.7

What do the screens show for `OCCN1CCN(c2ncnc3c2ncn3[C@H]2CN(Cc3ccncc3)C[C@@H](CO)O2)CC1`?
ERp5 inh: 1; PglD DTNB: 0; Casp6 inh: 0; RAD52 anneal inh: 0; E-sel inducer: 0.4; RAD54 branch: -4; esBAF inh: 6

Results for COCCOC(=O)c1ccc(NC(=O)COc2ccc([N+](=O)[O-])cc2)cc1 ?
ERp5 inh: -4; PglD DTNB: 1; Casp6 inh: 0; RAD52 anneal inh: -11; ARNT-TACC3 inh: -3; RAD54 branch: -5; esBAF inh: -2

What do the screens show for `CCOc1ccccc1Nc1nc(-c2sc(C)nc2C)cs1`?
ERp5 inh: -1; Casp6 inh: 1; RAD52 anneal inh: -3; ARNT-TACC3 inh: 3

How did CC(=O)Nc1sc(C)c(C)c1C(=O)OCC(=O)N(C)c1c(N)n(Cc2ccccc2)c(=O)[nH]c1=O do in these assays?
ERp5 inh: -11; Casp6 inh: -2; RAD52 anneal inh: -10; ARNT-TACC3 inh: -1; E-sel inducer: 0.2; esBAF inh: 1

Results for COc1cc(OC)c(C(=O)/C=C/c2ccccc2)c(O)c1O ?
ERp5 inh: -3; PglD DTNB: -3; Casp6 inh: 5; RAD52 anneal inh: -7; ARNT-TACC3 inh: -4; RAD54 branch: 3; esBAF inh: 12

Results for O=C(CSc1ccc(Cl)cc1)OCC(=O)N1CCN(c2ccccc2)CC1 ?
ERp5 inh: 4; PglD DTNB: 0; Casp6 inh: 0; RAD52 anneal inh: 0; ARNT-TACC3 inh: -1; E-sel inducer: -0.1; RAD54 branch: 4; esBAF inh: -3

How did CN(C)c1ccc(C(=O)NC2CCCc3ccccc32)cc1 (stereo unspecified) do in these assays?
ERp5 inh: 3; PglD DTNB: -3; Casp6 inh: 0; RAD52 anneal inh: -8; ARNT-TACC3 inh: 2; E-sel inducer: -0.6; RAD54 branch: 0; esBAF inh: 22

What do the screens show for `O=C(C[C@H]1CC[C@H](NS(=O)(=O)c2ccccc2)[C@H](CO)O1)N1CCc2ccccc2C1`?
ERp5 inh: -5; PglD DTNB: 3; Casp6 inh: 0; RAD52 anneal inh: 7; ARNT-TACC3 inh: 7; E-sel inducer: -0.3; RAD54 branch: -6; esBAF inh: 10

What do the screens show for `COC(=O)c1ccc2c(=O)n(CCN3CCOCC3)c(SCC(=O)c3ccccc3)nc2c1`?
ERp5 inh: -7; Casp6 inh: -3; RAD52 anneal inh: -15; ARNT-TACC3 inh: -16; E-sel inducer: 0.6

How did Cn1c2ccccc2c2n[nH]c(=S)nc21 do in these assays?
ERp5 inh: -3; PglD DTNB: 2; Casp6 inh: 0; RAD52 anneal inh: -9; ARNT-TACC3 inh: 39; RAD54 branch: -9; esBAF inh: -4

How did COc1ccc(NC(=O)N[C@@H]2CC[C@@H](CCNC(=O)CN3CCOCC3)O[C@@H]2CO)cc1 do in these assays?
ERp5 inh: 5; PglD DTNB: -1; Casp6 inh: -4; RAD52 anneal inh: 5; ARNT-TACC3 inh: -9; E-sel inducer: 0.2; RAD54 branch: 0; esBAF inh: 1

What do the screens show for `CO[C@@H]1CN(C)C(=O)c2ccc(NC(C)=O)cc2OC[C@@H](C)N(C(=O)CC2CC2)C[C@@H]1C`?
ERp5 inh: 0; RAD52 anneal inh: 2; E-sel inducer: -0.2; RAD54 branch: 2; esBAF inh: 0

How did C[C@@H]1CN([C@@H](C)CO)S(=O)(=O)c2ccc(-c3ccccc3)cc2O[C@H]1CN(C)C(=O)c1ccc2c(c1)OCO2 do in these assays?
ERp5 inh: 0; PglD DTNB: 8; Casp6 inh: -1; RAD52 anneal inh: 16; ARNT-TACC3 inh: -8; E-sel inducer: 0.3; RAD54 branch: 3; esBAF inh: -4
